# High-throughput results (PubChem)
# Tb PGK inh: T. brucei PGK inhibition; hit rate 0.043% among 380,000; P07378; PGK/GAPDH coupled, Kinase-Glo luminescence, 60 min; Potency, µM (highest dose often 57.5 µM), for inactives: at the highest dose activity change, negative = inhibition, actives largely listed as inhibitors; further: potency means the concentration at half of the fitted maximal effect; on the % scale 0 is the no-effect control and ±100 the full control effect; nearly all actives have a fitted effect of over 60% in size
#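 Recombinant glycosomal PGK reaction used 1,3-bisphosphoglycerate generated in-well by GAPDH (100nM final) in 100mM TEA pH 7.6, 5mM MgCl2, 0.01% Tween-20. After 60 minutes at room temperature, ATP was read by Kinase-Glo Plus luminescence end-point.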
# PI4K2A inh: PI4K2A (human) kinase inhibition; Q9BTU6; purified PI4K2A, ADP-Glo luminescence, 1 h; stronger effect = lower value; activity change, negative = inhibition, % at 76.9 µM; hit rate 0.13% among 420,000; AID 1346378; in the data active means activity change below about -50%; inconclusive means mostly about -30% to -49%;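 further: -100% = wells without enzyme as full effect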
# Target sequence (Q9BTU6 whole entry, looked up): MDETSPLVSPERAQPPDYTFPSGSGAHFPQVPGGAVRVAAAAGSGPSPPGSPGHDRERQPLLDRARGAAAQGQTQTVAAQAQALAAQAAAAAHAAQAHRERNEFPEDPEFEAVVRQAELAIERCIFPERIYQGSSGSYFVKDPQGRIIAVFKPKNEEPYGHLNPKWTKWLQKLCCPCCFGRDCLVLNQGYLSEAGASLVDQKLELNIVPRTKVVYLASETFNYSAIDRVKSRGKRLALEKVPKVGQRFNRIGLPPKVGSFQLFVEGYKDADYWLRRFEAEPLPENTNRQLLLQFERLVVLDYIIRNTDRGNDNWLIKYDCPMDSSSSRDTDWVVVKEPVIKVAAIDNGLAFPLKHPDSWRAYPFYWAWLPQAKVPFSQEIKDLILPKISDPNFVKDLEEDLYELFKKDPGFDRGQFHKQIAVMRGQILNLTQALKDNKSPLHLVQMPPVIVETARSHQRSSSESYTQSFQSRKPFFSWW
#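 Compounds are screened against recombinant PI4K2A using PI as substrate and ATP, the latter dispensed at 300 microM. Reactions run one hour at ambient temperature before ADP-Glo detection; full inhibition defined by wells lacking enzyme.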
# mIDH1 inhibitor: blocks human mutant IDH1 R132H enzyme. AID 602179. Potency, µM (series often up to 76.6 µM), for the others: at the top dose activity change, negative = inhibition, most hits filed as inhibitors. IDH1-R132H enzyme, NADPH consumption, diaphorase/resazurin fluorescence. hit rate 0.093% among 390,000. O75874; further: potency means the concentration at half of the fitted maximal effect; on the % scale 0 is the no-effect control and ±100 the full control effect; nearly all actives have a fitted effect of over 65% in size
#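 IDH1-R132H (0.5 ug/mL dispensed) in pH 7.5 Tris buffer was preincubated 30 min with compound, then given a substrate mix of 0.016 mM NADPH and 2 mM alpha-KG for 80 min at room temperature; remaining NADPH was read by diaphorase/resazurin fluorescence.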
# rTrxR1 inhibitor: rat TrxR1 inhibition | O89049 | recombinant rTrxR1, NADPH fluorescence consumption, selenite substrate | Potency, µM (highest dose often 114 µM), for inactives: at the highest dose activity change, negative = inhibition, actives largely listed as inhibitors | hit rate 1% among 390,000; further: potency means the concentration at half of the fitted maximal effect; on the % scale 0 is the no-effect control and ±100 the full control effect; nearly all actives have a fitted effect of over 65% in size
# Target sequence (O89049 whole entry, looked up): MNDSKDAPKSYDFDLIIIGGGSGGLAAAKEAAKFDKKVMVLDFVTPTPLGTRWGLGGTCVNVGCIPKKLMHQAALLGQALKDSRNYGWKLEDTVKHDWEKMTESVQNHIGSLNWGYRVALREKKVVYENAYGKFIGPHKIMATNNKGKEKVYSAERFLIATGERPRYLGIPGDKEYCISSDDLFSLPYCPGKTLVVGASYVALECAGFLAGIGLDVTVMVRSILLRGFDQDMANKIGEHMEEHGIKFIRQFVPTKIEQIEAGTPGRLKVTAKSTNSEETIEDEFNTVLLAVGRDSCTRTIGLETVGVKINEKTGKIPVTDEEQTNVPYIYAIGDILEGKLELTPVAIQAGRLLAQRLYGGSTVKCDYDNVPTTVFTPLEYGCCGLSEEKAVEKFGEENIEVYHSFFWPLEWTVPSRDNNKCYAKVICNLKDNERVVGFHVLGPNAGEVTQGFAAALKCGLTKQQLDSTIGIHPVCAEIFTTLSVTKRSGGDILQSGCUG
#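 Rat TrxR1 (90 nM in the dispensed reagent) was pre-reduced with 400 uM NADPH for 5 min at room temperature, then incubated with compound for 15 min. After 400 uM selenite was added, NADPH fluorescence (Ex 340/Em 450 nm) was followed for 8 min.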
# TrxR1 substrate: substrates of rat thioredoxin reductase 1; Potency, µM (highest dose often 114 µM), inactives show at the top dose activity change, negative = substrate turnover; purified TrxR1 substrate turnover, NADPH consumption readout; hit rate 0.01% among 390,000; O89049; further: potency means the concentration at half of the fitted maximal effect; on the % scale 0 is the no-effect control and ±100 the full control effect; nearly all actives have a fitted effect of over 50% in size
#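 Rat TrxR1, dispensed at 90 nM, was prereduced with 400 uM NADPH (final) for 5 min at ~22 deg C, then incubated with compound 15 min before 400 uM selenite. A first-read NADPH fluorescence drop versus no-compound background flagged substrates.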
# Pin1 inhibitor: blocks the human prolyl isomerase Pin1; hit rate 0.009% among 390,000; Pin1 FP peptide displacement, HiFluor488, 10 min; Potency, µM (doses to about 115 µM), for the others: at the highest dose activity, negative = inhibition, usual class: inhibitors; Q13526; active means well fitted inhibition curve with a large enough effect in the polarisation, with a control signal flat, not every such curve was filed as active; inconclusive means small, poorly fitted or top-dose-only effect, or effect the other way, or a change in a side signal; inactive means no such curve, though single readings can be large or run the other way; the % refers to the polarisation; further: potency means the concentration at half of the fitted maximal effect; on the % scale 0 is the no-effect control and ±100 the full control effect
# USP1 inh: blocks the human USP1/UAF1 deubiquitinase complex. Potency, µM (highest dose often 57.1 µM), without a hit: top-dose activity change, negative = inhibition, usual class: inhibitors. O94782. AID 743255. recombinant USP1/UAF1, Ub-Rhodamine cleavage fluorescence. hit rate 0.23% among 390,000; further: potency means the concentration at half of the fitted maximal effect; on the % scale 0 is the no-effect control and ±100 the full control effect; nearly all actives have a fitted effect of over 60% in size; inactives centre near -12
#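 1 nM enzyme complex + cpd, 15 min RT; start with Ub-Rho 150nM final; kinetic fluorescence ex 480/em 540, 6 reads q60 s. Buffer 50mM HEPES pH 7.8, 0.5mM EDTA, 0.1 mg/ml BSA, 1mM TCEP, 0.01% Tween-20.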
# GLS inh: blocks human kidney-isoform glutaminase activity | O94925 | GLS enzymatic activity, qHTS titration | Potency, µM (top dose mostly 45.5 µM), inactives show at the top dose activity change, negative = inhibition, actives largely listed as inhibitors | hit rate 0.21% among 410,000 | AID 624170; further: potency means the concentration at half of the fitted maximal effect; on the % scale 0 is the no-effect control and ±100 the full control effect
#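 hKGA; 45 mM KH2PO4 pH 8.2 + 0.02% Tween-20; cpd via pin tool; 1 mM Gln soln; GluOx/HRP/Amplex Red; RT 30 min; fluor. t0 & final.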
# HP1b chromo inh: inhibitors of HP1-beta chromodomain binding to methylated histone tails; Potency, µM (doses to about 114 µM), without a hit: top-dose activity change, negative = inhibition, actives largely listed as inhibitors; hit rate 0.56% among 390,000; AID 540317; AlphaScreen HP1-beta / biotin-H3K9me3 peptide binding; P83916; further: potency means the concentration at half of the fitted maximal effect; nearly all actives have a fitted effect of over 70% in size; inactives centre near 23
#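 HP1-beta protein (50 nM final) preincubated 30 min at room temperature with biotinylated H3(1-18)K9me3 peptide (50 nM) in PBS pH 7.4, 0.01% Tween-20, then compound added for 30 min. AlphaScreen streptavidin donor/nickel chelate acceptor beads (10 ug/mL final), 30 min dark, luminescence read.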
# An asterisk follows results filed as active; i = inactive; ? = inconclusive; [ ] = another dose, or the depositor's remark. Unless noted, the call rests on the fitted dose curve; in most records, active means well fitted curve in the direction sought with a large enough effect; inconclusive means small, poorly fitted or top-dose-only effect, or another doubt; inactive means no such curve, though single readings can be large; an effect the other way counts as inactive or inconclusive. These rows are one share of the data. The share of hits here may be higher or lower than overall.
# The line under a structure holds: Tb PGK inh	rTrxR1 inhibitor	mIDH1 inhibitor	PI4K2A inh	HP1b chromo inh	Pin1 inhibitor	USP1 inh	TrxR1 substrate	GLS inh
CN(C)c1oc(/C=C/c2cccs2)nc1S(=O)(=O)c1ccccc1
    -2%	-23%	6%	4	80%[activator][57 µM]	41%[activator]	-23%	57%[activator]	5%
CC(OCCN1CCCC1)(c1ccc(F)cc1)c1ccc(F)cc1
    -5%	-12%[57.1 µM]	8%	1	23%	-12%	-9%	-1%[57.1 µM]	?
COc1cc(/C=C2\SC(=S)N(C(C(=O)O)c3ccccc3)C2=O)ccc1O (centres undefined)
    i	-18%	-10%	-1	?	118%[activator]	?	-17%	?
O=C(O)c1ccc(Nc2ncc([N+](=O)[O-])cc2[N+](=O)[O-])cc1
    i	-18%[57.1 µM]	15%	-2	-3%	-2%	-9%	-9%[57.1 µM]	-3%
COc1cccc(NC(=O)Cn2cnc3c(oc4nc5c(cc43)CCCC5)c2=O)c1
    -1%	-8%	3%	-1	32%	26%	-12%	-2%	0%
CC1CCN(C(=O)CN(C2CCCCC2)S(C)(=O)=O)CC1
    -8%	-3%	0%	4	39%[activator]	2%	0%	-6%	-4%
O=C(COc1ccc(S(=O)(=O)NCc2ccccc2)cc1Cl)NCC1CCCO1 (centres undefined)
    -5%[11.5 µM]	25%	5%	2	20%	0%	-20%	8%	6%
COc1ccccc1Nc1nc(-c2cccc(N3C(=O)c4ccccc4C3=O)c2)cs1
    i	11%[57.1 µM]	-3%	1	17%	-3%	?	-7%[57.1 µM]	-6%
CSc1ccc(CN(C)C(=O)c2cccc(S(=O)(=O)N3CCN(Cc4ccccc4)CC3)c2)cc1
    -3%	-1%	3%	2	-3%	13%	-15%	-2%	-3%
CCOc1cc(/C=N/O)ccc1OCc1ccc(F)cc1
    3%	10%	14%	3	?	0%	-12%	3%	-2%
CCS(=O)(=O)n1nc(-c2ccc(Cl)cc2)nc1SC
    i	-5%	7%	-6	92%[activator]	?	-5%	-8%	-2%
C=CCc1ccc(OCCCOc2ccc(C(=O)O)cc2)c(OC)c1
    9%	15%[57.1 µM]	3%	0	7%	-2%	-27%	5%[57.1 µM]	19%
O=C(Nc1ccccc1N1CCOCC1)c1cccc(Oc2ccccc2)c1
    0%	13%[57.1 µM]	-3%	0	26%	-1%	-23%	8%[57.1 µM]	1%
CN(C)CCCN1C(=O)C(=O)/C(=C(/O)c2ccncc2)C1c1cccc(Br)c1 (centres undefined)
    -1%	-25%	-3%	6	17%	-8%	6%	-20%	15%
O=C(O)c1cc(-c2ccncc2)nc2ccc(S(=O)(=O)N3CCOCC3)cc12
    -3%	-13%[2.29 µM]	0%	-4	25%	12%	-5%	1%[2.29 µM]	-12%
Cc1c(C(=O)c2ccccc2)c2ccccn2c1CCC#N
    4%	?	0%	-4	54%[activator]	-2%	-5%	-11%	2%
Cc1nn(-c2ccccc2)c(C)c1NC(=O)COC(=O)c1ccc(NC(=O)CC#N)cc1
    0%	8%	-4%	2	5%	88%[activator]	-15%	3%	1%
COc1ccc(NC(=O)N(CCN2CCCC2)Cc2cc3cc(OC)c(OC)cc3[nH]c2=O)cc1
    4%	-7%	2%	3	23%	1%	-15%	3%	12%
CSc1cccc(NC(=O)c2ccco2)c1
    -2%	-16%[11.4 µM]	-2%	-3	29%	2%	1%	-9%[11.4 µM]	1%
N#Cc1ccccc1NC(=S)NC(=O)C1CCC1
    -4%	?	-2%	17	31%	1%	-12%	3%	12%
COc1ccc(CN2CCN(C(=O)c3ccc(S(=O)(=O)NCc4ccco4)cc3)CC2)cc1F
    -10%	0%	7%	1	21%	-4%	-6%	-8%	-5%
O=C(CN1CCN(Cc2ccccc2Cl)C1=O)NCc1ccccc1Cl
    i	9%	-6%	-4	44%[activator]	1%	?	3%	4%
Cc1c(NC(=O)C(C)(C)Oc2ccc(Cl)cc2)cccc1-c1nc2ncccc2o1
    -17%	-2%	-12%	-6	15%	0%	-17%	-6%	-2%
COc1cc(-c2nc(CCNC(=O)c3ccco3)cs2)cc(OC)c1OC
    i	24%	10%	-2	37%[activator]	-3%	-16%	63%[activator]	2%
Nc1ncnc2c1ncn2C1CCCC1
    4%	-8%[57.1 µM]	9%	-65*	17%	3%	8%	0%[57.1 µM]	1%
Cc1ccc(NC(=O)c2ccc(=O)n(Cc3ccccc3C)c2)c(C)c1
    4%	14%[57.1 µM]	-6%	-6	14%[57 µM]	3%	-20%	-2%[57.1 µM]	1%
Cc1cc2nc(-c3cccc(NC(=O)c4ccc(Br)o4)c3C)oc2cc1C
    -3%[11.5 µM]	9%	-4%	0	23%	10%	-29%	7%	-5%
COc1ccc(NS(=O)(=O)c2cccc(C(=O)NCC(c3ccco3)N(C)C)c2)cc1 (centres undefined)
    -7%	?	2%	-6	21%	-7%	-3%	-4%	17%
OCCN1CCN(CC(O)COCC2COc3ccccc3O2)CC1 (centres undefined)
    0%	-7%	-11%	7	37%	6%	-14%	-6%	27%
Cc1ccc(C2CC(c3ccccc3)=NN2c2ccccc2)o1 (centres undefined)
    -7%	?	4%	3	-21%	28%	-19%	47%[activator]	-1%

# Four compounds from above, arranged by molar mass, falling.
# The line under a structure holds: Tb PGK inh	rTrxR1 inhibitor	mIDH1 inhibitor	PI4K2A inh	HP1b chromo inh	Pin1 inhibitor	USP1 inh	TrxR1 substrate	GLS inh
COc1cccc(NC(=O)Cn2cnc3c(oc4nc5c(cc43)CCCC5)c2=O)c1
    -1%	-8%	3%	-1	32%	26%	-12%	-2%	0%
COc1cc(/C=C2\SC(=S)N(C(C(=O)O)c3ccccc3)C2=O)ccc1O (centres undefined)
    i	-18%	-10%	-1	?	118%[activator]	?	-17%	?
O=C(CN1CCN(Cc2ccccc2Cl)C1=O)NCc1ccccc1Cl
    i	9%	-6%	-4	44%[activator]	1%	?	3%	4%
CCOc1cc(/C=N/O)ccc1OCc1ccc(F)cc1
    3%	10%	14%	3	?	0%	-12%	3%	-2%

# (further entries)
# The line under a structure holds: Tb PGK inh	rTrxR1 inhibitor	mIDH1 inhibitor	PI4K2A inh	HP1b chromo inh	Pin1 inhibitor	USP1 inh	TrxR1 substrate	GLS inh
COc1ccc(N2CCN(Cc3nc4c(c(=O)[nH]c(=O)n4C)n3CCCc3ccccc3)CC2)cc1
    -3%	7%	-4%	-3	?	-2%	-9%	5%	25%
COc1ccc(NC(=O)C2CCN(c3cc(-c4ccccc4)nc4ncnn34)CC2)cc1OC
    i	7%	0%	1	29%	3%	-15%	0%	5%
N#CC1C=Cc2c(ccc3ccccc23)N1C(=O)c1ccccc1 (centres undefined)
    2%	-22%	6%	3	51%[activator]	-2%	-15%	0%	4%
CCCn1c(=O)c2[nH]cnc2n(-c2ccc(Cl)cc2)c1=O
    -1%	-12%[57.1 µM]	3%	1	21%	6%	-9%	2%[57.1 µM]	1%
COc1ccc(NC2CC(=O)N(C)C2=O)cc1 (centres undefined)
    -1%	?	13%	-3	6%	3%	-13%	-7%	34%[activator]
CCOC(=O)c1ccc2[nH]c3c(c2c1)CCCC3O (centres undefined)
    6%	18%[57.1 µM]	7%	0	12%	-3%	-12%	3%[57.1 µM]	4%
CCn1c(CNc2ccc(OC)cc2)nnc1SCC(=O)c1ccc(OC)cc1
    5%	-11%	-4%	6	-15%	-15%	-17%	-8%	14%
CCC(=O)Nc1nc2ccccc2n1Cc1ccccc1Cl
    0%	25%	9%	-3	53%[activator]	1%	-19%	7%	0%
Cc1c(-c2ccc(Cl)cc2)c(=O)oc2c(CN3CCCC3)c(O)ccc12
    -5%	25%[57.1 µM]	17%	1	33%[57 µM]	-3%	-18%	302%[activator][57.1 µM]	-3%
C[C@H](CO)N1C[C@H](C)[C@@H](CN(C)C(=O)Nc2ccc(C(F)(F)F)cc2)Oc2ccc(NC(=O)Cn3cnnn3)cc2C1=O
    1%	8%[57.1 µM]	9%	-1	29%	1%	-15%	9%[57.1 µM]	6%
CC1CCC(=NNC(=O)Cc2ccccc2)CC1 (centres undefined)
    5%[11.5 µM]	9%	-1%	-1	32%	2%	3%	5%	25%
CCOCCCNC(=O)c1cc(=O)n(Cc2cccc(C)c2)c2ccccc12
    -3%	21%[57.1 µM]	3%	-1	25%	1%	-8%	6%[57.1 µM]	-8%

# Retrieved one by one from the entries so far (2):
# The line under a structure holds: Tb PGK inh	rTrxR1 inhibitor	mIDH1 inhibitor	PI4K2A inh	HP1b chromo inh	Pin1 inhibitor	USP1 inh	TrxR1 substrate	GLS inh
CC1CCC(=NNC(=O)Cc2ccccc2)CC1 (centres undefined)
    5%[11.5 µM]	9%	-1%	-1	32%	2%	3%	5%	25%
CCOCCCNC(=O)c1cc(=O)n(Cc2cccc(C)c2)c2ccccc12
    -3%	21%[57.1 µM]	3%	-1	25%	1%	-8%	6%[57.1 µM]	-8%
